RORgamma inh – qHTS for inhibitors of ROR gamma transcriptional activity. Potency, µM (highest dose often 53.6 µM), for inactives: top-dose activity change, negative = inhibition, usual class: inhibitors. Nuclear receptor ROR-gamma (Mus musculus), P51450. 310,000 tested, 5.4% active. Drosophila S2 Gal4-RORgamma UAS-luciferase reporter, 20 h; further: potency means the concentration at half of the fitted maximal effect; on the % scale 0 is the no-effect control and ±100 the full control effect; nearly all actives have a fitted effect of over 60% in size
Target sequence (P51450 whole entry, looked up, the tested form may be a part): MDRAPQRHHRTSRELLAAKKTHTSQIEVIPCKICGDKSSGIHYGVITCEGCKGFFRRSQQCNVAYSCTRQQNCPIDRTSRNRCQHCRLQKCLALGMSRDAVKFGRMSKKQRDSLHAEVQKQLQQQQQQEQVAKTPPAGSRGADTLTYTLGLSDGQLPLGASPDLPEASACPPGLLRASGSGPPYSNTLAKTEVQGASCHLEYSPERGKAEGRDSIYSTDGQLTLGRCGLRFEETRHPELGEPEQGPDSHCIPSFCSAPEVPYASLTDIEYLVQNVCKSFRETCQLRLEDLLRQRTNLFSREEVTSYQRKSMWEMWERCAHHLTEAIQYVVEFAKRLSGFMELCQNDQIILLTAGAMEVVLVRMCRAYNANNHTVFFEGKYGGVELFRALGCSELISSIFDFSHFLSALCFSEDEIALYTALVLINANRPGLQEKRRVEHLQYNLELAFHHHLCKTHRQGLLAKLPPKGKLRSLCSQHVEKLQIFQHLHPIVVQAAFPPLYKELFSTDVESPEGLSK
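Drosophila Schneider cells stably carrying a metallothionein-driven Gal4 DBD–ROR gamma fusion and a UAS-Photinus luciferase reporter were exposed to compound for 1 hr, then induced with copper sulfate (700 uM final) for 20 hr at ambient temperature before luminescence reading.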
VP16 counter – VP16 counterscreen qHTS for inhibitors of ROR gamma transcriptional activity; Drosophila S2 Gal4-VP16 UAS-luciferase, luminescence, 20 h; 310,000 tested, 3.5% active; AID 2546, 2010; Potency, µM (titrated, usually from 53.6 µM), for the others: at the top dose activity, negative = inhibition, hits mostly inhibitors;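 further: Gal4-VP16 expression switched on by copper sulfate through the metallothionein promoter; potency means the concentration at half of the fitted maximal effect; on the % scale 0 is the no-effect control and ±100 the full control effect; nearly all actives have a fitted effect of over 50% in size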
NPC1 prom act – qHTS Assay for NPC1 Promoter Activators. Potency, µM (series often up to 9.22 µM), inactives show at the top dose activation, most hits filed as activators. Huh7 NPC1 promoter luciferase reporter, 24 h. 320,000 tested, 2.4% active;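 further: potency means the concentration at half of the fitted maximal effect; % of control where 0% means no effect; nearly all actives have a fitted effect of over 60% in size; reporter is driven by a mutant NPC1 promoter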
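Huh7 reporter cells (NPC1 promoter driving luciferase) are dosed with compound for 24 h at 37 °C, 5% CO2; luciferase detection reagent is then added and luminescence measured after 10 min at ambient temperature.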
FLuc counter – qHTS profiling assay for firefly luciferase inhibitor/activator using purifed enzyme and Km concentrations of substrates (counterscreen for miR-21 project) | Luciferin 4-monooxygenase (Photinus pyralis), P08659 | purified FLuc, Km substrates, luminescence inhibition | Potency, µM (titrated, usually from 57.5 µM), without a hit: at the top dose activity change, negative = inhibition, most hits filed as inhibitors | 360,000 tested, 6.9% active | AID 588342, 2011;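 further: potency means the concentration at half of the fitted maximal effect; plate controls were vehicle for no effect and reference inhibitor for full effect; nearly all actives have a fitted effect of over 55% in size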
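Purified P. pyralis luciferase (10nM final) with 10uM D-luciferin and 10uM ATP (Km levels) in 50mM Tris acetate pH 7.5, 10mM Mg acetate, 0.01% Tween-20, 0.05% BSA; qHTS 6-point titration, ~60 µM downward; luminescence read.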
KCNH2 3.1 inh – qHTS for Inhibitors of KCHN2 3.1: Mutant qHTS; 340,000 tested, 0.95% active; Potassium voltage-gated channel subfamily H member 2, brain isoform KCNH2 3.1 (human); activity change, % (tested at about 1.8 µM); U2OS KCNH2 3.1, thallium flux FluxOr; hits give low values;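 active means maximum activity change below -70%; inconclusive means maximum activity change from -70% to -50%; inactive means maximum activity change above -50%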;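 further: thallium influx rate constant from kinetic fluorescence after stimulation buffer; on the % scale 0 is the no-effect control and ±100 the full control effect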
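Steps: virus added to U2OS suspension (4 h, RT, dark); medium with 10% FBS added, cells plated, 37 C overnight; FluxOr/Red40 loading buffer 45 min RT; stimulation buffer, 2 min kinetic read; rate constant normalized.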
Giardia kill – Small Molecules that selectively kill Giardia lamblia: qHTS | 340,000 tested, 0.15% active | Giardia lamblia trophozoite viability | activity change, % at 7.66 µM, hits read low; in the data active means activity change below about -80%; inconclusive means between about -30% and that limit;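 further: parasites exposed to compound for two days anaerobically before the ATP read; on the % scale 0 is the no-effect control and ±100 the full control effect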
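Anaerobic 48 hrs incubation at 37 deg C of 100 trophozoites/well with test compounds; ATPLite 1-Step luminescence, 15-30 min RT, reports cellular ATP as viability.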
FBPA coupling cs – qHTS Assay for Inhibitors of Fructose-1,6-bisphosphate Aldolase from Giardia Lamblia: Coupling assay counterscreen; activity change, negative = inhibition, % at 58.2 µM, hits read low; coupling enzyme system counterscreen, AmpLite Red fluorescence; 290,000 tested, 0.67% active; in the data active means activity change below about -30%; further: on the % scale 0 is the no-effect control and ±100 the full control effect
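Fluorescence at 525 nm excitation and 598 nm emission measured inhibition of the coupled detection system without aldolase. Compounds (at 57.5 uM final) were preincubated 10 min at room temperature with coupling enzyme reagent before a 20 min substrate/AmpLite Red step.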
Rab9 promoter act – qHTS Assay for Rab9 Promoter Activators; Huh7 Rab9 promoter-luciferase reporter, luminescence, 24 h; Potency, µM (doses to about 9.22 µM), for the others: at the top dose activation, negative = inhibition, most hits filed as activators; 320,000 tested, 2.8% active; AID 485297, 2010; further: potency means the concentration at half of the fitted maximal effect; % of control where 0% means no effect; nearly all actives have a fitted effect of over 60% in size
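Steps: seed 1500 Huh7 Rab9-luc cells per well, rest 2 h at 37 °C; add compound in DMSO; incubate 24 h; add luciferase reagent, 10 min ambient; read luminescence.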
ELG1 genotoxic – qHTS screen for small molecules that induce genotoxicity in human embryonic kidney (HEK293T) cells expressing luciferase-tagged ELG1 | HEK293T ELG1-luciferase reporter, luminescence, 16 h | Potency, µM (highest dose often 46 µM), without a hit: at the highest dose activity change, positive = activation, most hits filed as activators | 330,000 tested, 1.3% active; further: potency means the concentration at half of the fitted maximal effect; % of control where 0% means no effect; nearly all actives have a fitted effect of over 60% in size
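Genotoxic stress is detected as increased luminescence from luciferase-tagged ELG1 in HEK293T cells, measured with ONE-Glo after a 16 hr treatment at 37 °C.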
Tb PFK block – qHTS Assay to Find Inhibitors of T. brucei phosphofructokinase; T. brucei PFK, ADP-Glo luminescence; Potency, µM (top dose mostly 57.5 µM), for the others: at the highest dose activity, negative = inhibition, hits mostly inhibitors; 330,000 tested, 0.17% active;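 further: potency means the concentration at half of the fitted maximal effect; 0% = uninhibited 1x PFK enzyme wells and -100% = no-enzyme wells; nearly all actives have a fitted effect of over 60% in size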
Target sequence (O15648 whole entry, looked up): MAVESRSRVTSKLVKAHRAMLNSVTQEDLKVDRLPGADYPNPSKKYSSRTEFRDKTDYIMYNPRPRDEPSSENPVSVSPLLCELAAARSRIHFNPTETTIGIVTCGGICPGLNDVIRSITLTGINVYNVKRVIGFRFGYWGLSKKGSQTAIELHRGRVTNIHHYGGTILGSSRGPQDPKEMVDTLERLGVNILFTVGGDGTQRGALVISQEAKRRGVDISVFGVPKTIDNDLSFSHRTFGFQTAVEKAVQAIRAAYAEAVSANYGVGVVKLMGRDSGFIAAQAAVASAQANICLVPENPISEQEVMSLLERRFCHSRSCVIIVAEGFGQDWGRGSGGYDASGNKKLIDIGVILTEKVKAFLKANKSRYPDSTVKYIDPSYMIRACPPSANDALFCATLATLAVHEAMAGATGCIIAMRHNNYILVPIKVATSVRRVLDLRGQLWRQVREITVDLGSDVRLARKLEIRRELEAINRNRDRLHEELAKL
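1.25 nM PFK with 0.5 mM F6P and 0.1 mM ATP in 0.1 M TEA pH 8.0, 5 mM MgCl2, incubated 45 min at room temperature; ADP measured by ADP-Glo luminescence; compounds titrated up to 57 uM.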
uPA generation – qHTS for Inhibitors of Cell Surface uPA Generation; 330,000 tested, 0.31% active; Potency, µM (doses to about 38.3 µM), inactives show top-dose activity change, negative = inhibition, hits mostly inhibitors; AID 540303, 2011; cell surface uPA generation assay, qHTS; active means well fitted inhibition curve with a large enough effect; inconclusive means small, poorly fitted or top-dose-only effect; inactive means no such curve, though single readings can be large or run the other way; tested in mouse RAW 264.7 cells; further: potency means the concentration at half of the fitted maximal effect; on the % scale 0 is the no-effect control and ±100 the full control effect; nearly all actives have a fitted effect of over 55% in size
Numbers without * were called inactive; ? = inconclusive; . = not tested or not shown; [ ] = remark or other dose. Unless noted, the call rests on the fitted dose curve; in most records, active means well fitted curve in the direction sought with a large enough effect; inconclusive means small, poorly fitted or top-dose-only effect, or another doubt; inactive means no such curve, though single readings can be large; an effect the other way counts as inactive or inconclusive.

SMILES | RORgamma inh | VP16 counter | NPC1 prom act | FLuc counter | KCNH2 3.1 inh | Giardia kill | FBPA coupling cs | Rab9 promoter act | ELG1 genotoxic | Tb PFK block | uPA generation
c1ccc(N2CCN(c3nc(NCc4ccco4)c4ccccc4n3)CC2)cc1 | ? | ? | -2% | ? | -104* | 10 | -4 | -12% | -18% | -2% | -11%
CN(NC(=O)c1ccc(Cl)cc1)c1nc(-c2ccccc2)nnc1C(F)(F)F | 18% | -9% | -3% | 2% | -1 | -13 | 1 | 3% | -9% | 3% | -3%
Cc1nnc(NC(=O)C2CCCN(S(=O)(=O)Cc3ccccc3)C2)s1 (stereo not given) | 7% | 0% | 13% | 2% | 5 | 4 | -2 | 1% | 3% | 3% | -3%
CCN1CCN(CCCNC(=O)c2cc3cc4ccc(OC)cc4nc3o2)CC1 | -2% | -12% | -2% | -2% | -13 | 21 | 0 | -4% | 7% | -6% | -8%
CC(=O)Nc1sc(N/N=C\c2ccccc2)nc1-c1cccs1 | ? | 18% | 3% | 19µM* | -9 | 0 | 3 | 6% | ? | -2% | 6%
S=C(NCCC1=CCCCC1)NCc1ccco1 | 7.1µM* | ? | 13% | ? | 4 | 2 | -1 | ? | 3% | -1% | -6%
COCCNC(=O)C(c1ccc(C)o1)N(C(=O)c1snc(C(N)=O)c1N)c1ccc(C)c(C)c1 (stereo not given) | 4% | 8% | -1% | 1% | 10 | -1 | 2 | 3% | 2% | 0% | -1%
CC(C)(C)c1cc(OC(=O)c2ccncc2)ccc1O | ? | -4% | 3% | ? | -8 | -11 | 0 | 16% | -4% | 3% | -1%
CCn1c(=O)c2cc(C(=O)N(C)CC(OC)OC)sc2c2ccccc21 | 23% | 7% | -5% | -14% | -5 | 20 | 1 | -4%[1.84 µM] | 7% | 6% | -18%
CN(CC(=O)Nc1ccc(F)cc1)C(=O)c1ccc(OCc2cn3ccccc3n2)cc1 | . | . | . | . | 3 | 2 | . | . | 2% | 0% | 0%
OC(COc1ccc(F)cc1Cl)CN1CCc2ccccc2C1 (stereo not given) | 1% | -9% | -1% | 4% | -9 | 6 | -1 | 3% | -5% | 1% | -2%
CC1CCCCC1NC(=O)NC(=O)COC(=O)c1nccnc1N (stereo not given) | . | . | . | . | 1 | 10 | . | . | 1% | -1% | -2%
Cc1cc(C)cc(Oc2coc3cc(OC(=O)c4cccs4)ccc3c2=O)c1 | 38% | -1% | -2% | ? | -35 | -9 | 3 | -3% | 8% | 3% | -1%
CCOC(=O)C(/C=C(\C#N)C(=O)OCC)=C(/N)N1CCN(c2ccc(OC)cc2)CC1 | -2% | 0% | . | 1% | -3 | -5 | -1 | . | . | . | -2%
c1ccc(-c2cnnc(N3CCOCC3)n2)cc1 | -23% | -7% | 24% | ? | 27 | 6 | 2 | 23% | 14% | -1% | 10%
Cc1ccnc(-n2c(CCN3C(=O)c4ccccc4C3=O)nc3ccccc3c2=O)c1 | 28% | -7% | -5% | 0% | 7 | 1 | -1 | -3% | -5% | -1% | 5%
CCCCNC(=S)N/N=C/c1ccc(OCC(=O)Nc2c(C)cc(C)cc2C)c(OC)c1 | ? | 5µM* | -7% | 7% | -25 | 3 | 2 | -11% | -1% | 1% | -2%
Cc1cc(OCC(=O)Nn2cnnc2)ccc1Br | -2% | -4% | -3% | -12% | 5 | -2 | 3 | 2% | 1% | 2% | .
Cc1ncoc1C(=O)N1CCc2c([nH]c3ccccc23)C1C1CCCCC1 (stereo not given) | 20% | -10% | 10% | ? | -2 | 8 | 0 | ? | 12% | 2% | 4%
O=C(Nc1ccc(O)cc1)c1ccc(NC(=O)C2CCCO2)cc1 (stereo not given) | -40% | 2% | 1% | ? | 6 | 29 | . | 1% | ? | 2% | ?
CCOC(=O)c1c(-c2ccc(C)o2)csc1NC(=S)NC(=O)c1ccccc1Br | 7.9µM* | 10µM* | -1% | 0% | 7 | 2 | -1 | -9% | -1% | -12% | 8%
COc1cc(C(=O)NCCSc2ccc(Br)cc2)cc(OC)c1OC | 20% | 4% | -5% | 4% | 25 | -3 | -1 | -4% | -9% | -2% | 0%
CCOC(=O)c1c(NC(=O)CSc2nnc(-c3c[nH]c4ccccc34)n2CC)sc2c1CCCC2 | ? | -18% | -2% | 5% | 8 | -24 | -1 | 2% | -6% | -1% | ?
Cc1cccc(NC(=O)C2CCN(C(=O)c3ccc(Cl)cc3)CC2)n1 | . | . | 1% | -3% | -4 | -11 | . | 0% | 0% | 0% | -1%
Cc1cc(Cl)ccc1C(=O)C1CCCN(C(=O)c2cccc(N3CCCC3=O)c2)C1 (stereo not given) | ? | 16% | -3% | -2% | -10 | 28 | -2 | 6% | 1% | 1% | -5%
CSc1cccc(NC(=S)N(CCCN2CCCC(C)C2)Cc2cccs2)c1 (stereo not given) | 11µM* | 27%[10 µM] | -3% | 0% | ? | 9 | 1 | -1% | -5% | -2% | -7%
CC#CCCCC(=O)Nc1ccc(C(=O)O)cc1 | -6% | 6% | 0% | -1% | 16 | 12 | 3 | 1% | 1% | -1% | .
CCCCN(C)C(=O)Cn1nc(Cc2ccncc2)c2ccccc2c1=O | 0% | 8% | -8% | 1% | 4 | -10 | 1 | -3%[1.84 µM] | 1% | -4% | 5%
COc1ccc(-c2cc(C)no2)cc1S(=O)(=O)Nc1cccc(CN2CCCC2)c1 | 2% | 9% | 2% | 1% | 1 | 27 | . | -4% | 3% | 1% | -3%
O=C(Nc1cc(C(F)(F)F)ccc1Cl)c1cc2nc3c(c(C(F)(F)F)n2n1)CCCC3 | 12% | -8% | 3.2µM* | 2.7µM* | 1 | 4 | 5 | 1.8µM* | 8.2µM* | -2% | 6%
O=[N+]([O-])c1ccc(N2CCN(CCO)CC2)cc1Sc1nc2ccccc2[nH]1 | 3% | -14% | 0% | 3% | 5 | -23 | -2 | -9% | -3% | -3% | -9%
C/C(=N\NC(=O)C1CC1)c1ccc(C)c(C)c1 | 12% | 8% | 1% | ? | -5 | 13 | . | 11% | ? | -4% | -2%
CSc1ccc(Cl)c(C(=O)NC2CCCC2)c1 | -4% | -10% | 0% | -1% | 10 | -4 | 2 | 2% | 0% | -2% | 0%
Cc1ccnc(NC(=O)CCc2c(C)nc3ncnn3c2C)c1 | -2% | -10% | 0% | 3% | 14 | -7 | -1 | 0% | 1% | -1% | -3%
Cc1nnc(SCC(=O)NC2CCCCC2)s1 | 8% | 3% | -2% | 1% | 4 | 10 | 5 | -2% | 2% | -2% | 3%
CC(=O)c1cccc(NC(=O)/C=C/c2ccc([N+](=O)[O-])s2)c1 | 10µM* | 4.5µM* | -35%[inhibitor] | -2% | -8 | 2 | 3 | -36%[inhibitor] | 2.9µM* | 0% | -11%
O=[N+]([O-])c1ccc(CN2CCN(c3ccc(Cl)cc3)CC2)o1 | -12% | 5% | -4% | -5% | 6 | -94* | -7 | 1% | -1% | -6% | -2%
COc1ccc(C2NC(=O)C(=O)/C2=C(\O)c2ccc(Cl)cc2)cc1OC (stereo not given) | 7% | 3% | 5% | 3% | 3 | -1 | 0 | 0% | -2% | 6% | 2%
Cc1cc(Cl)ccc1NC(=O)Cn1cncn1 | -6% | 7% | 4% | -4% | 3 | -2 | 3 | 0% | 0% | 2% | 3%
Cc1nnc(Sc2cc(C(=O)NCc3ccco3)c3ccccc3n2)s1 | -9% | -9% | 0% | 0% | -12 | 14 | 0 | 2% | -9% | -12% | -7%
CC(=O)c1ccc(Sc2nnnn2-c2ccccc2)c([N+](=O)[O-])c1 | 8.9µM* | 11µM* | 1% | 0% | -4 | 1 | -4 | -5% | 12% | -6% | -13%
CCOC(=O)c1ccc(NC(=O)COc2ccccc2CNCCc2ccccc2)cc1 | ? | ? | -2% | -1% | ? | -16 | 6 | 1% | -2% | -4% | ?

Record cards, as listed above. Screens in order: RORgamma inh | VP16 counter | NPC1 prom act | FLuc counter | KCNH2 3.1 inh | Giardia kill | FBPA coupling cs | Rab9 promoter act | ELG1 genotoxic | Tb PFK block | uPA generation
CSc1ccc(Cl)c(C(=O)NC2CCCC2)c1 in the list: -4% | -10% | 0% | -1% | 10 | -4 | 2 | 2% | 0% | -2% | 0%
CC(=O)c1cccc(NC(=O)/C=C/c2ccc([N+](=O)[O-])s2)c1 in the list: 10µM* | 4.5µM* | -35%[inhibitor] | -2% | -8 | 2 | 3 | -36%[inhibitor] | 2.9µM* | 0% | -11%

Bioassay records (PubChem BioAssay)
